Bioassay records from PubChem.
MC4R antagonist = blocks human MC4R cAMP signaling | MC4R-expressing cells, MTII-stimulated cAMP, LANCE TR-FRET | P32245 | inhibition, % at 6.5 µM | 0.48% of 360,000 active;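 active = inhibition above its plate's cutoff, the mean of tested wells on that plate plus 3 SD, cut at about 29% in these data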;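 also: 0% = Melanotan II alone and 100% = Melanotan II plus saturating MCL0020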
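System: U2OS cells stably expressing human melanocortin 4 receptor (MC4R). Reagent: Melanotan II challenge after compound preincubation. Doses: 6.5 µM. Times: 30-min compound, 1-h challenge, 1-h detection, room temperature. Measured by: TR-FRET with Eu-cAMP and labeled anti-cAMP, 671 nm. Replicates: singlicate.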
SRC3 inh = inhibitors of human steroid receptor coactivator 3 (SRC3); HEK293 GAL4-SRC3 luciferase reporter, luminescence; AID 588352; 0.17% of 360,000 active; inhibition, % at 3.6 µM; Q9Y6Q9;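 active = inhibition above a per-campaign cutoff, the mean of all compounds plus 3 SD, cut at about 60% in these data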;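 also: 0% = DMSO-treated cells and 100% = gossypol-treated cells at 36 µM; higher means less SRC3-driven luciferase light from the GAL4 reporter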
ABHD5-PLIN5 inh = ABHD5-PLIN5 protein interaction inhibition. Q00G26+Q8WTS1. Split G. princeps luciferase complementation, luminescence, 4 h. inhibition, % at 4 µM. 0.78% of 360,000 active;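 active = inhibition above the mean inhibition across every tested compound plus 3 SD, cut at about 22% in these data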;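 also: 0% = DMSO only wells and the 100% control is not disclosed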
TLR9-MyD88 inh = blocks human TLR9 binding to MyD88; inhibition, % at 4.98 µM; 0.21% of 340,000 active; AID 504734; CHO BLA complementation TLR9-MyD88, CCF4 FRET ratio; Q9NR96+Q99836;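 active = inhibition above the mean over all tested compounds plus 3 SD, cut at about 21% in these data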;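 also: 0% = DMSO only wells and 100% = clavulanate BLA inhibitor control wells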
EBV LMP1 NFkB = inhibitors of Epstein-Barr LMP1-induced NF-kappaB reporter. LMP1-induced NF-kappaB luciferase reporter cells, luminescence. inhibition, % at 12.5 µM. 0.69% of 350,000 active; in the data active = inhibition above about 41%;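 also: 0% = neutral control wells and 100% = reference inhibitor control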
NCOA2 inhibitor = human SRC2 (NCOA2) inhibition; 0.17% of 370,000 active; inhibition, % at 9 µM; Q15596; AID 651957; HEK293 GAL4-SRC2 luciferase reporter, luminescence;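 active = inhibition above the mean inhibition of all tested compounds plus 3 SD, set per campaign, cut at about 52% in these data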;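 also: 0% = DMSO treated cells and 100% = cells given Gossypol at 36 µM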
NCOA1 inh = inhibits human SRC1 coactivator; HEK293 GAL4-SRC1 luciferase reporter, luminescence; inhibition, % at 3.6 µM; 0.12% of 360,000 active;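 active = inhibition above the campaign mean plus 3 SD, with each screening campaign given its own cutoff, cut at about 60% in these data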;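 also: 0% = DMSO treated cells and 100% = gossypol at 36 µM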
NR2F2 inh = inhibitors of human COUP-TFII (NR2F2) | P24468 | HEK293T NGFI-A luciferase reporter, luminescence | inhibition, % at 8.6 µM | 0.7% of 370,000 active | AID 686940;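 active = inhibition above a per-plate cutoff, mean inhibition of test wells between control levels plus 3 SD, cut at about 38% in these data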;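 also: cells cotransfected with COUP-TFII expression vector driving the NGFI-A reporter; 0% = median of COUP-TF2 test wells and 100% = reporter-only cells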
Target sequence (P24468 whole entry, looked up): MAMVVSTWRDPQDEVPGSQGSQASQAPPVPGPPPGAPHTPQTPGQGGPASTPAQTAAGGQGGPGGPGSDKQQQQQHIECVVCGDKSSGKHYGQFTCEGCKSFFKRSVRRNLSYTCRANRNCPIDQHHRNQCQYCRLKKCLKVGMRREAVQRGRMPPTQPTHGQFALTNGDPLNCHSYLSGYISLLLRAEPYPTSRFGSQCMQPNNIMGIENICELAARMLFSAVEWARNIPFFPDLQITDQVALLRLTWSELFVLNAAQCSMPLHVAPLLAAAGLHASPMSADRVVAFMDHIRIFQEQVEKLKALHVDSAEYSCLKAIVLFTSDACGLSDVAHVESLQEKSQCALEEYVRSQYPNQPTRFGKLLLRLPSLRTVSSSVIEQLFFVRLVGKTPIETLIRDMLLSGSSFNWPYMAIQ
NOD2 RIPK2 PPI = blocks binding of human NOD2 to RIPK2. O43353. CHO BLA complementation NOD2-RIPK2, CCF4 ratio. inhibition, % at 4.98 µM. 0.38% of 360,000 active; in the data active = inhibition above about 21%;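 also: 0% = vehicle only and 100% = reference blocker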
MC4R ag barr = agonists of human melanocortin 4 receptor (MC4R) beta-arrestin. P32245. U2OS MC4R beta-arrestin complementation, luminescence; percent of melanotan II response, DMSO zero. activation, % at 8.9 µM. 0.98% of 360,000 active;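 active = activation above a per-plate cutoff, the mean activation of sample wells on that plate plus 3 SD, cut at about 8% in these data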
LRH-1 inv ag = suppresses constitutive activity of human LRH-1. O00482. HEK293T StAR-luciferase reporter, LRH-1 transfected, 24 h. inhibition, % at 3.6 µM. 0.13% of 360,000 active. AID 602396;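 active = inhibition above the mean inhibition of all tested compounds plus 3 SD, cut at about 73% in these data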;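 also: 0% = DMSO wells and 100% = reporter-only cells lacking LRH-1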
Target sequence (O00482 whole entry, looked up): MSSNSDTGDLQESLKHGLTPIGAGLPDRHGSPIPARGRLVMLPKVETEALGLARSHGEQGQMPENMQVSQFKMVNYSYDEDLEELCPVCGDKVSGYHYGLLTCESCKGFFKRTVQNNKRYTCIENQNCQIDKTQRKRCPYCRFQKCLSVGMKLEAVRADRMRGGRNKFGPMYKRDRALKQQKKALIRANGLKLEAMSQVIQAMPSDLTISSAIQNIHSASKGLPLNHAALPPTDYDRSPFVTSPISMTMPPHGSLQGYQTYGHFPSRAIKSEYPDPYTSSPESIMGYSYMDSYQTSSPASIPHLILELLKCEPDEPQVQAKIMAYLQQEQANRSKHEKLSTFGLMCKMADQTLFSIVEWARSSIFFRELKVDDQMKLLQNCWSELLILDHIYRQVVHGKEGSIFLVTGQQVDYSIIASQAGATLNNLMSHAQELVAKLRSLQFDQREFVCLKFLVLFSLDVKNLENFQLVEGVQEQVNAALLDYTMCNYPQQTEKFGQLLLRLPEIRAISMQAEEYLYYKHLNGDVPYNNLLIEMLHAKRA
* marks the source's active call; other numbers are inactive results; / = not tested or not shown. This is a subset; count on the stated rates, not on these rows.

cpd	Molecule	MC4R antagonist	SRC3 inh	ABHD5-PLIN5 inh	TLR9-MyD88 inh	EBV LMP1 NFkB	NCOA2 inhibitor	NCOA1 inh	NR2F2 inh	NOD2 RIPK2 PPI	MC4R ag barr	LRH-1 inv ag
1	COc1cc(C(=O)NCCc2ccc(S(N)(=O)=O)cc2)cc(OC)c1OC	3	-4	11	-6	-5	-14	-14	2	-15	-2.6	4
2	CC1(C)CC(=O)C=C(c2ccc(COC(=O)c3cc(F)cc(F)c3)cc2)C1=O	7	13	3	-3	3	-2	9	-4	-9	0.5	0
3	CC(=O)c1ccc(NC(=O)CCOc2cc(C)ccc2C)cc1	1	-26	1	5	-5	-42	-14	-13	-1	-0.7	-23
4	CCc1nnc(NC(=O)CSc2ncnc3scc(-c4ccc(C)cc4)c23)s1	12	-16	2	1	2	1	3	-1	-12	11*	-4
5	CCOC(=O)CC(c1ccc([N+](=O)[O-])cc1)n1c(C)ccc1C (configuration not stated)	3	5	0	-6	-16	-3	3	16	2	-2.8	1
6	O=C(NCC1CCCO1)c1ccc(Cl)c(F)c1F (configuration not stated)	-3	-1	2	1	0	5	-15	-10	2	2.2	-14
7	O=C(COc1ccc(Cl)cc1)NCc1ccncc1	10	-2	0	3	3	-2	7	-7	-13	-2.2	10
8	C/C(=C\C(=O)c1ccccc1)Nc1ccc(N2CCOCC2)cc1	7	-11	-16	-16	-18	-26	-18	-6	4	-1.8	10
9	CCN(CC(=O)NCc1cccs1)C(=O)c1ccc(S(=O)(=O)Nc2ccccc2F)cc1	3	-24	-10	-1	-4	-10	2	-11	-14	-1.9	-12
10	CCN1C=C(Cc2ccc(OC)cc2)C2=C(C1)C(c1ccc(OC)cc1)C(C#N)=C(N)O2 (configuration not stated)	5	-1	2	-7	15	-34	-8	0	-5	-0.7	-22
11	CC1=C(C(=O)Nc2ccc(F)c(F)c2)C(c2cccs2)NC(=S)N1 (configuration not stated)	16	13	3	-7	-1	-7	1	6	4	-1.2	12
12	O=C(NCCOc1ccccc1F)C1CCC(=O)N(CC2CCCCC2)C1 (configuration not stated)	2	3	12	-1	-2	-16	-21	0	-9	1.5	-3
13	CN(C)CC(NC(=O)c1cccc(S(=O)(=O)Nc2ccc3c(c2)OCO3)c1)c1ccccc1 (configuration not stated)	3	6	5	1	8	27	-5	5	-3	-2.4	25
14	CC(C)C(c1nnnn1Cc1ccco1)N1CCC(C(N)=O)CC1 (configuration not stated)	1	-12	6	-4	-2	-6	-16	10	-24	-0.1	-5
15	CN(CC(=O)Nc1ccc(F)c(F)c1F)C(=O)c1ccc(-n2cncn2)cc1	2	-12	0	10	-4	-18	-6	-2	-3	1.1	29
16	CCCc1cc(-c2n[nH]c(C)c2-c2ccc(C(=O)OCC)o2)c(O)cc1O	6	7	-5	-6	5	2	5	22	8	13*	4
17	CC(C)(C)C(=O)NCCCNc1ccc([N+](=O)[O-])cc1	11	-21	-3	0	25	5	-24	-20	-2	-0.7	1
18	O=C(NCCC1=CCCCC1)C1CCCN(c2nc3ccccc3o2)C1 (configuration not stated)	11	-6	2	5	-9	-12	2	-1	-1	0.6	2
19	Cc1cc(C)cc(NC(=O)c2cccc(C(=O)Nc3cc(C)cc(C)c3)n2)c1	-4	-35	-4	-2	3	-2	8	2	-6	-0.7	8
20	CC1CCN(C(=O)Cn2cc3c(n2)CCCC3)CC1	6	-5	5	3	9	-4	-17	-6	-2	-1.4	-10
21	C[C@@H]1NC(=O)N(CCCn2ccnc2)C1=O	-2	3	5	1	-3	9	11	-8	1	-0.8	0
22	N#Cc1c(SC(C(=O)O)c2ccccc2)nc2c(c1-c1cccs1)CCCC2 (configuration not stated)	31*	4	-5	-5	8	14	-19	-3	-10	-0.7	-21
23	Cc1ccc(Nc2nnc(SCC(=O)Nc3ccccc3[N+](=O)[O-])s2)cc1	0	14	0	0	7	-5	-24	-11	-2	3.2	6
24	O=C(Nc1cc([N+](=O)[O-])ccc1Cl)c1cccnc1	10	-7	-2	-3	-6	1	-9	-4	-2	0.3	-5
25	COc1cccc(C2CC(c3ccc(C)cc3)n3nc(N)nc3N2)c1 (configuration not stated)	-7	4	4	4	-7	10	8	2	0	-0.6	14
26	c1ccc(Nc2nc(-c3cccs3)cs2)nc1	-8	-79	-13	-8	-49	-72	-113	-32	-13	-2.4	-129
27	COCCN1C(=O)/C(=C/c2ccc(N3CCCC3)cc2)SC1=S	6	3	-3	2	-24	-23	-11	-4	-7	-1.1	-9
28	O=C(NC1CCS(=O)(=O)C1)OC1CCCCC1 (configuration not stated)	6	-6	1	-1	-3	9	-14	1	-14	-2.2	-7
29	Cc1cccc(NC(=O)Cn2cnc3ccccc3c2=O)c1C	-5	3	3	1	-2	1	5	4	-6	0.1	4
30	Cc1ccc(-n2ncc3c(NNC(=O)c4ccco4)ncnc32)c(C)c1	-3	-9	0	12	-9	6	-14	-20	4	-0.6	5

Following part.
cpd	Molecule	MC4R antagonist	SRC3 inh	ABHD5-PLIN5 inh	TLR9-MyD88 inh	EBV LMP1 NFkB	NCOA2 inhibitor	NCOA1 inh	NR2F2 inh	NOD2 RIPK2 PPI	MC4R ag barr	LRH-1 inv ag
31	CC(C)CC(=O)N1CC=CC[C@@H](c2ccc(Cl)cc2)N(Cc2ccc(Cl)cc2)C(=O)[C@@H]1Cc1ccccc1	-5	15	-11	-1	-2	-21	3	0	-4	-2.4	15
32	CCCCn1nnnc1C1(C)CCC(=O)N1CCc1ccc(O)cc1 (configuration not stated)	/	/	-5	/	/	2	/	-1	0	/	-2
33	CCn1ccnc1CNC(=O)c1ccc(OC2CCN(C(=O)COC)CC2)cc1	-2	5	6	12	-7	7	-14	-14	-4	0.0	21
34	O=C(O)CCCC(=O)Nc1ccc(C(=O)NCc2cccnc2)cc1	7	-6	-7	0	-10	8	-4	-2	-13	-2.3	7
35	CCn1cc(C(=O)N2CCOCC2)c(=O)c2cc(S(=O)(=O)N(C)C3CCCCC3)ccc21	14	10	3	-2	4	-20	-5	-12	-2	-1.2	-11
36	Cn1cc(CN2CCCCC2C(=O)Nc2ccc(-n3cccn3)cc2)cn1 (configuration not stated)	0	17	4	-5	-3	8	-4	7	-4	-0.8	22
37	O=C1c2ccccc2C(=O)N1CCc1csc(NNc2nc(CCN3C(=O)c4ccccc4C3=O)cs2)n1	-4	-20	5	1	3	/	0	/	-14	1.8	-20
38	Cc1noc(COc2ccccc2OCc2onc(C)c2Cl)c1Cl	-3	-5	-1	2	-29	8	-5	6	18	0.2	-17
39	CCC(c1nnnn1CCC(C)C)N1CCC(C(N)=O)CC1 (configuration not stated)	0	1	6	-15	-21	-10	-10	12	-9	0.5	-6
40	O=C(Nc1ccc(S(=O)(=O)Nc2nccs2)cc1)c1ccc(F)c(S(=O)(=O)N2CCOCC2)c1	10	2	1	1	1	-3	12	18	-5	1.1	-7
41	O=C(O)c1ccc(/C=N/N2CCN(Cc3ccccc3)CC2)cc1	1	7	-6	-5	-17	-24	-5	12	-2	-0.2	21
42	CCOc1ccc(CN2CCN(Cc3[nH]c4ccc(OC)cc4c3C)CC2CCO)cc1 (configuration not stated)	0	9	6	-9	-14	-28	-12	-5	3	-0.4	9
43	COc1ccc(S(=O)(=O)N2CCCCC2)cc1NC(=O)CN1CCN(C(C)=O)CC1	26	2	6	5	-4	4	-38	-8	0	-0.6	-2
44	CCCc1[nH]nc2c1C(c1ccc(OC)c(Cn3nc(C)c(Br)c3C)c1)C(C#N)=C(N)O2 (configuration not stated)	1	1	1	1	-12	-6	-3	13	4	-3.3	-13
45	O=C(COC(=O)c1cccc(S(=O)(=O)NCc2ccccc2)c1)NC1CC1	-4	6	5	8	1	-14	-44	-2	-2	0.0	16
46	CCOC(=O)c1sc2nc3c(cc2c1N)COC(C)(C)C3	-3	-66	4	11	-27	-92	-113	-55	1	-2.1	-102
47	COc1ccc(-c2csc(NC(=O)[C@H](C)N3C(=O)C4CC=CCC4C3=O)n2)cc1OC (some centres not stated)	4	10	-7	3	16	13	-2	5	-1	-1.5	-28
48	CCSc1oc(-c2ccco2)nc1S(=O)(=O)c1ccc(F)cc1	-6	13	4	4	-5	-17	11	-6	-11	-2.2	7
49	Cc1cc(C(=O)NCC(=O)OCC(=O)N(C(C)C)C(C)C)ccc1[N+](=O)[O-]	15	8	2	6	0	-15	-5	-4	-8	-3.4	-6
50	CCN1C(=O)[C@H]2[C@@H](c3ccc(Cl)cc3)N3C(=O)CN(CC4CC4)C(=O)[C@@]3(Cc3ccccc3)[C@H]2C1=O	-3	-14	2	-1	-5	10	-4	-6	8	-1.4	0
51	O=C(CS(=O)(=O)c1cn(Cc2cccc(F)c2)c2ccccc12)N1CCCCC1	0	-17	-6	-5	-4	-5	-3	12	-6	-1.9	-3
52	CCN(CC)CC#CCC(OC)(c1ccccc1)c1ccccc1	-2	-2	1	2	-3	-15	0	-9	-1	0.8	2
53	COCCN=c1scc(-c2cccs2)n1/N=C/c1ccc(O)c(O)c1O	20	8	-7	3	-8	8	-15	-14	3	1.4	-16
